# ERAP1 inh: human ERAP1 aminopeptidase inhibitors, primary screen, biochemical, single point, plate reader; AID 652197, 2013; recombinant ERAP1, Leu-AMC fluorescence, 60 min; Endoplasmic reticulum aminopeptidase 1 (Homo sapiens), Q9NZ08; inhibition, % at 10.7 µM; 340,000 compounds, 0.15% hits;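 active = mean replicate inhibition of at least 30%, or all replicates individually reaching that 30% level; inactive = mean below 30% and not every replicate reaching it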;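 note: 0% = neutral control wells and 100% = L-leucinethiol positive control wells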
# Target sequence (Q9NZ08 whole entry, looked up): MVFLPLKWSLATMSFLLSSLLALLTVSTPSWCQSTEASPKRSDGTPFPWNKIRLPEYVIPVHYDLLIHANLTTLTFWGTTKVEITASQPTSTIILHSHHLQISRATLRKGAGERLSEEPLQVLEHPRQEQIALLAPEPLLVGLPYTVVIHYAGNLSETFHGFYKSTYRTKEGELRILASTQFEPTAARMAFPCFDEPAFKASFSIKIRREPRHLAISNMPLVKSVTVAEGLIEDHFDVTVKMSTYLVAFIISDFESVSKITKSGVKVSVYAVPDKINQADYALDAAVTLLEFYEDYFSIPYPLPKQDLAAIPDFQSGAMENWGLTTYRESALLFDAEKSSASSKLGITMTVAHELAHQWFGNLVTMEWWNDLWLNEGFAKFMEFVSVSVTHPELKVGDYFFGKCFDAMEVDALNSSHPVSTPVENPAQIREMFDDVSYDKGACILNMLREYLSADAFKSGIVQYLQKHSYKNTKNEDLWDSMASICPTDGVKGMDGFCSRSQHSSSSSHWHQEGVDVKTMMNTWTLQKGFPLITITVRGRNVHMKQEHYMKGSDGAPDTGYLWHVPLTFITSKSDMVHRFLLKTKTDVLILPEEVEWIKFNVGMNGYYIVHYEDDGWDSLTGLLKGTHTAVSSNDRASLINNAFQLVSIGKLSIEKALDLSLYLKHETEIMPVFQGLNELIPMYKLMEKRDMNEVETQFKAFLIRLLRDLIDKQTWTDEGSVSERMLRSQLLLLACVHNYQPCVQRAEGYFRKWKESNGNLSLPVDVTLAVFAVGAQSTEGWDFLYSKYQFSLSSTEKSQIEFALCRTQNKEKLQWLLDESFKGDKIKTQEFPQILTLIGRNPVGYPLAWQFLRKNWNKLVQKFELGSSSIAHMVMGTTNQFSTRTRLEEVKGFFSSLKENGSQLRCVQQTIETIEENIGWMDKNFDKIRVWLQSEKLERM
# C2C12 statin: suppressors of statin myotoxicity in C2C12 myotubes, primary screen, cell-based, single point, plate reader. C2C12 myotubes + simvastatin, ATP luminescence, 48 h; scaled: DMSO 0, geranylgeraniol control 100. rescue of ATP level, % at 7.49 µM. 330,000 compounds, 0.78% hits. AID 602340, 2012;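 active = mean ATP rescue above about 67%, or every replicate alone reaching that limit, limit read from the data, passing the limit was not always enough; inconclusive = no clear call, values can overlap the other calls; inactive = mean under the limit and some replicate under it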;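 note: myotubes were challenged with 10 µM simvastatin during compound exposure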
# S100A4 inh HTS: inhibitors of S100A4-myosin IIA peptide binding, primary screen, biochemical, fluorescence polarization, TAMRA-MyoIIA peptide | AID 652163, 2013 | 360,000 compounds, 0.14% hits | Protein S100-A4 (Homo sapiens), P26447 | inhibition, % at 10.7 µM;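 active = mean inhibition of at least 70% across replicates, with every replicate also reaching that level; inconclusive = mean inhibition reaches 70% but some replicates fall short; inactive = mean inhibition below 70%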
# Target sequence (P26447 whole entry, looked up): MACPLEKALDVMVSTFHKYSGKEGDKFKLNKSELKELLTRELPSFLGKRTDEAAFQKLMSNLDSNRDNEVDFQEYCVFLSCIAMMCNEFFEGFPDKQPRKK
#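 Material: human S100A4 monomer with TAMRA-labelled myosin IIA peptide; buffer or medium: HEPES pH 7.2 with CaCl2, KCl, NaCl, DTT, Triton; compound dosing: one concentration per compound; schedule: 5 min incubation before reading; benchmarks: neutral control DMSO, positive control TFP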
# PGC1a acetyl inh: inhibitors of PGC1a acetylation signal, primary screen, cell-based, U2OS, AlphaScreen, inhibitor mode. AlphaScreen anti-acetyl-lysine; with virally co-expressed GCN5 acetyltransferase. inhibition, % at 15.6 µM. 350,000 compounds, 0.17% hits;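 active = every replicate shows inhibition of at least 40%; inconclusive = mean inhibition at least 40% but some replicate below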;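 note: 0% = neutral control wells and 100% = positive control wells; some results beyond the cut were filed as inactive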
# SIRT5 inh: SIRT5 desuccinylase inhibitors, primary screen, biochemical, fluorescence imaging, single point, set 5. Purified SirT5, succinyl-peptide AMC, trypsin-coupled fluorescence. 330,000 compounds, 1.1% hits. inhibition, % at 15 µM. NAD-dependent protein deacylase sirtuin-5, mitochondrial (Homo sapiens), Q9NXA8; in the data active = inhibition above about 15%; inconclusive = no clear call, values can overlap the other calls
# Cneo AK release: Cryptococcus neoformans cell lysis inducers, primary screen, AK release luminescence, single concentration | 360,000 compounds, 0.2% hits | C. neoformans lysis, adenylate kinase release luminescence, 4 h; normalised: neutral wells 0, clomiphene wells 100 | lysis activity, % at 15 µM;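 active = mean lysis activity across replicates of at least 80%, whatever share of replicates individually reach that level; inactive = mean lysis activity below 80%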
#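 read-out = cell lysis signal | test system = log-phase Cryptococcus neoformans yeast cells | input = cells at 5 × 10^6 per mL | medium = fresh YPD growth medium | signal = luminescent adenylate kinase detection reagent | timing = 4 h at 37 °C static, read 1 h later | dosing = single dose | controls = Clomiphene as positive lysis control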
# Xi reactivation: activators of inactive X chromosome reactivation, primary screen, imaging, XiGFP fibroblasts, GFP high-content imaging, set 2. XiGFP mouse fibroblasts, % GFP-positive cells imaging, 3 d; cells co-treated with 5-aza-dC sensitizer; scaled so ellipticine positive control = 100%. activation, % at 7.58 µM. 360,000 compounds, 0.055% hits;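 active = mean normalized replicate activation at least 10% and every replicate at or above 10%; inconclusive = only one of the two criteria met; inactive = mean below 10% and not all replicates reach 10%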;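 note: 0% = median of on-plate neutral control wells and 100% = ellipticine 6 µM median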
#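 System: XiGFP fibroblasts, SV40-immortalized. Medium: DMEM plus 5-aza-dC sensitizer. Doses: single point. Timing: 3 d treatment, 15 min room-temperature fixation. Control set: ellipticine 6 µM.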
# LGR2 inh: inhibitors of bursicon-induced LGR2 CRE-luciferase signal, primary screen, cell-based, HEK293, CRE-luciferase reporter, bursicon stimulation. bursicon-stimulated, 4 h. 380,000 compounds, 0.35% hits. Drosophila bursicon receptor LGR2 (rickets). AID 720647, 2013. inhibition, % at 9.99 µM;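 active = drop in luminescence signal, shown as inhibition above about 50% in the replicate tests, limit read from the data, passing the limit was not always enough; inconclusive = probably only some replicates passing the limit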;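 note: agonist challenge used bursicon conditioned medium at about half maximal strength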
# The depositor's hits bear a star; i = inactive; ? = inconclusive; . = not tested or not shown; & = joins results of further samples.
SMILES,ERAP1 inh,C2C12 statin,S100A4 inh HTS,PGC1a acetyl inh,SIRT5 inh,Cneo AK release,Xi reactivation,LGR2 inh
O=C(Nc1ccccc1F)N[C@@H]1CC[C@@H](CCNC(=O)C2CCOCC2)O[C@H]1CO,2,4,1,-5,-3,1,0.2,-15
Cc1occc1C(=O)/C(C#N)=C/c1ccc(O)c(Br)c1,8,.,-7,-7,1,-1,0.2,5
O=C(CCCn1c(SCC(=O)Nc2ccccc2Cl)nc2ccccc2c1=O)NCC1CCCO1 (centres undefined),0,39,6,-13,-2,-1,0.0,4
CC(=O)Oc1ccc2nc(-c3ccco3)oc(=O)c2c1,-1,-8,4,14,0,0,-0.1,11
CO[C@@H]1CC[C@@H]2CCOc3ccc(C#N)cc3C(=O)N(C)C[C@H](C)C(=O)N(C)C[C@@H]1O2,-2,4,4,.,-4,2,0.0,-7
CCC(CCNC(=O)c1ccccc1)(CCNC(=O)c1ccccc1)[N+](=O)[O-],-3,.,-3,0,2,.,0.9,-9
CCN(CC)c1ccc(/C=N/NC(=O)c2ccco2)c(O)c1,3,.,13,12,1,.,-0.1,-35
CC1(C)OC1COc1c2ccoc2cc2oc(=O)ccc12 (centres undefined),-2,.,-4,-6,0,.,0.0,-4
CC1CN(C(=O)C2CCCC2)C(C)CN1C(=O)C1CCCC1 (centres undefined),1,-12,-2,3,-2,-2,0.0,.
C[C@@H]1CN([C@H](C)CO)C(=O)c2cc(-c3cncnc3)cnc2O[C@H]1CN(C)C(=O)CN1CCOCC1,0,-1,20,6,1,-2,-0.7,6
O=C(NCC[C@@H]1CC[C@H](NC(=O)c2cccnc2)[C@H](CO)O1)Nc1ccc(C(F)(F)F)cc1,-4,-28,-3,3,-2,-30,-0.4&0.0,-10
CC(C)OCCCNC(=O)CCSc1ccc(Cl)cc1,.,-13,.,-3,.,0,.,5

# The last four records of the section above come first, to join the parts.
SMILES,ERAP1 inh,C2C12 statin,S100A4 inh HTS,PGC1a acetyl inh,SIRT5 inh,Cneo AK release,Xi reactivation,LGR2 inh
CC1CN(C(=O)C2CCCC2)C(C)CN1C(=O)C1CCCC1 (centres undefined),1,-12,-2,3,-2,-2,0.0,.
C[C@@H]1CN([C@H](C)CO)C(=O)c2cc(-c3cncnc3)cnc2O[C@H]1CN(C)C(=O)CN1CCOCC1,0,-1,20,6,1,-2,-0.7,6
O=C(NCC[C@@H]1CC[C@H](NC(=O)c2cccnc2)[C@H](CO)O1)Nc1ccc(C(F)(F)F)cc1,-4,-28,-3,3,-2,-30,-0.4&0.0,-10
CC(C)OCCCNC(=O)CCSc1ccc(Cl)cc1,.,-13,.,-3,.,0,.,5
CC(=O)Nc1ccc(C(=O)OCC(=O)N2CC3(C)CC2CC(C)(C)C3)cc1 (centres undefined),1,-2,8,4,1,-4,0.1,15
Cc1nnc(SCC2=C(C(=O)O)N3C(=O)C(NC(=O)Cn4nc(C(F)F)cc4C)C3SC2)s1 (centres undefined),-2,.,4,.,-2,.,0.4,22
CCCNC(=O)N1C[C@@H](C)[C@H](OC)CN(C)C(=O)c2ccc(NC(=O)CC)cc2OC[C@H]1C,-1,.,28,11,-1,.,0.1,-1
CCOC(=O)C(C)N1C(=O)S/C(=C/c2ccc3c(c2)n(C)c(=O)n3C)C1=O (centres undefined),9,-11,-7,-3,-3,1,0.1,8
Cc1ccc(OCC(=O)NC2CC(C)(C)NC(C)(C)C2)cc1C,-4,-3,3,14,-2,-8,0.0,21
Cc1[nH]c(=O)[nH]c(=O)c1S(=O)(=O)Nc1ccc(F)cc1Cl,-4,2,2,1,-2,0,0.1,-9
CCCNC(=O)N1[C@H](CO)[C@H](c2ccccc2)C12CN(C(=O)CC)C2,0,.,-11,-1,-2,.,0.0,11
O=C(C[C@@H]1CC[C@@H]2[C@H](COC[C@@H](O)CN2Cc2cccc(Cl)c2)O1)NCC1CCCCC1,1,21,30,-20,0,1,0.0,-7
COc1ccc(C(O)c2nc(-c3cccc4cccnc34)cs2)cc1 (centres undefined),5,12,2,-2,-1,-1,0.4,-1
COc1ccc(NC(=O)c2cc(-c3ccco3)nc3ccccc23)cc1,.,.,-8,.,-1,.,0.0,13
O=C(NCc1cccnc1)Nc1cccc(C(F)(F)F)c1,1,8,-18,.,-1,3,0.2,-11
Nc1c(C(=O)C2CC2)sc2nc3c(cc12)CCC3,-2,.,-6,15,-2,.,-0.1,-94

# Another view of some results above.
> COc1ccc(NC(=O)c2cc(-c3ccco3)nc3ccccc23)cc1
- ERAP1 inh: .
- C2C12 statin: .
- S100A4 inh HTS: -8
- PGC1a acetyl inh: .
- SIRT5 inh: -1
- Cneo AK release: .
- Xi reactivation: 0.0
- LGR2 inh: 13
> CC(=O)Nc1ccc(C(=O)OCC(=O)N2CC3(C)CC2CC(C)(C)C3)cc1 (centres undefined)
- ERAP1 inh: 1
- C2C12 statin: -2
- S100A4 inh HTS: 8
- PGC1a acetyl inh: 4
- SIRT5 inh: 1
- Cneo AK release: -4
- Xi reactivation: 0.1
- LGR2 inh: 15
> CCOC(=O)C(C)N1C(=O)S/C(=C/c2ccc3c(c2)n(C)c(=O)n3C)C1=O (centres undefined)
- ERAP1 inh: 9
- C2C12 statin: -11
- S100A4 inh HTS: -7
- PGC1a acetyl inh: -3
- SIRT5 inh: -3
- Cneo AK release: 1
- Xi reactivation: 0.1
- LGR2 inh: 8
> O=C(NCc1cccnc1)Nc1cccc(C(F)(F)F)c1
- ERAP1 inh: 1
- C2C12 statin: 8
- S100A4 inh HTS: -18
- PGC1a acetyl inh: .
- SIRT5 inh: -1
- Cneo AK release: 3
- Xi reactivation: 0.2
- LGR2 inh: -11

# More structures follow:
SMILES,ERAP1 inh,C2C12 statin,S100A4 inh HTS,PGC1a acetyl inh,SIRT5 inh,Cneo AK release,Xi reactivation,LGR2 inh
CCS(=O)(=O)NCC[C@@H]1CC[C@@H](NS(=O)(=O)c2ccccc2C)[C@@H](CO)O1,0,0,-16,9,-3,0,0.4,12
COc1ccc(NC(=O)Cc2ccc(C)cc2)cc1S(=O)(=O)N1CCCCC1,-1,-4,14,4,0,0,0.3,7
CCOC(=O)C1=C(C)N=c2sc(=Cc3ccc(OCC(=O)O)cc3)c(=O)n2C1c1ccc(Cl)cc1 (centres undefined),0,-1,14,.,21*,-3,0.2,0
O=c1oc2cc(O)ccc2cc1-c1nc2ccccc2o1,i,.,2,.,-35,.,-0.1,7
CCCN1[C@@H]2c3ccc(C4=CCCC4)c(=O)n3C[C@H]1[C@H](CO)[C@H]2C(=O)NCCOC,-1,-8,4,.,11,0,0.3,7
O=C(c1ccc(N2CN(C(=O)c3ccco3)c3nc4ccccc4nc32)cc1)N1CCOCC1,6,-3,0,.,4,4,.,32
Nc1nonc1C(=O)NCCNc1ccc([N+](=O)[O-])cn1,6,.,-3,.,-4,.,0.1,6
CCN(CC(=O)Nc1ccc(NC(C)=O)cc1)C(=O)c1cccc(S(=O)(=O)N2c3ccccc3CC2C)c1 (centres undefined),2,-13,0,.,-4,1,0.4,7
CCCc1nnc(SCC(=O)Nc2nccs2)o1,0,25,2,.,-2,1,0.0,11
Cc1noc(C)c1S(=O)(=O)Nc1ccc2c(c1)C(=O)N([C@@H](C)CO)C[C@H](C)[C@@H](CN(C)C(=O)Nc1ccccc1)OCCCC[C@@H](C)O2,2,.,-24,-3,-4,0,0.2,-4
OCCNC(=S)Nc1ccc(Cl)c(Cl)c1,-3,.,-2,0,0,0,-0.1,21
COCCNC(=O)C(c1ccc(Cl)cc1)N(CCOC)C(=O)CCC(=O)Nc1nccs1 (centres undefined),1,.,-6,-1,-3,.,0.0,18

# SIRT5 inh: what is marked active above.
compound	ERAP1 inh	S100A4 inh HTS	PGC1a acetyl inh	SIRT5 inh	LGR2 inh
CCOC(=O)C1=C(C)N=c2sc(=Cc3ccc(OCC(=O)O)cc3)c(=O)n2C1c1ccc(Cl)cc1 (centres undefined)	0	14	.	21*	0

# Later entries
SMILES,ERAP1 inh,C2C12 statin,S100A4 inh HTS,PGC1a acetyl inh,SIRT5 inh,Cneo AK release,Xi reactivation,LGR2 inh
CCc1ccc(-c2cc3c(=O)n(CC(=O)NCc4ccccc4F)ncn3n2)cc1,-3,-21,-8,-15,-3,-15,0.1,-9
COc1ccc2sc(C)[n+](C)c2c1,11,0,-5,?,-6,-4,0.0,4
C[C@H](CO)N1C[C@H](C)[C@@H](CN(C)CC2CCCCC2)Oc2ccc(NC(=O)Nc3ccccc3)cc2C1=O,-1,-6,5,-9,3,4,0.0,21
CCCCC(CC)CO (centres undefined),1,-3,1,-6,0,2,.,.
Cc1cc(=O)[nH]c(SCC(=O)Nc2nc(-c3ccccc3)c(-c3ccccc3)o2)n1,3,.,-3,.,-2,.,0.0,-2
CCN(CC(=O)Nc1ccc(OC)cc1)C(=O)c1cc2c(s1)CCCCC2,1,13,5,.,-3,.,0.0,9
CN1[C@H](C(=O)N2CCCCC2)[C@@H](CO)[C@@H]2Cn3c(ccc(/C=C/c4ccccc4)c3=O)[C@@H]21,-51,38,10,.,-15,-1,0.3,-8
C[C@@H]1CN([C@@H](C)CO)C(=O)c2cc(NC(=O)Nc3ccc(F)cc3)ccc2O[C@@H]1CN(C)C(=O)NC1CCCCC1,2,-32,1,-1,-2,-1,0.1,-1
Cn1cccc1C(C#N)(CC#N)c1cccc(F)c1C#N (centres undefined),-2,.,-1,7,-3,.,-0.1,2
Cn1nc(-c2ccc3c(c2)OCCO3)c2ccccc2c1=O,1,1,-5,4,-1,2,0.1,-1
COc1ccc(NC(=S)NNC(=O)Cn2nc(C(F)F)cc2C(F)F)cc1,-5,2,0,0,-4,-1,0.0,12
COc1ccc(S(=O)(=O)Nc2ccc3c(c2)C(=O)N([C@H](C)CO)C[C@@H](C)[C@@H](CN(C)S(=O)(=O)c2ccccc2)O3)cc1,-1,-2,4,11,2,-9,-1.1,-18
CC(NC(=O)COc1ccccc1)C(=O)N1CCN(c2ccccc2)CC1 (centres undefined),-4,2,-1,4,-2,-2,0.0,-1
Nc1cc(OC(=O)c2ccc(F)cc2)nn1S(=O)(=O)c1ccc(F)cc1,-4,11,-8,.,10,0,0.0,3
CCCc1nc2ccc(C)cn2c1Cc1ccccc1C(F)(F)F,-3,0,-4,10,1,20,.,-11
COc1ccc(OC)c2[nH]c(=O)c(CCNC(=O)C(=O)c3c[nH]c4ccccc34)cc12,-1,8,-3,-4,-2,.,0.1,3

# An excerpt; count on the stated rates, not on these rows.
